Compound activity as filed in PubChem.
KDM5B inhibitor: Primary screen for KDM5B Histone Demethylases FDH-coupled qHTS; KDM5B demethylase, FDH-coupled NADH fluorescence (FDH is formaldehyde dehydrogenase); Potency, µM (doses to about 57.7 µM), for the others: at the highest dose activity change, negative = inhibition, most hits filed as inhibitors; actives 2.6% (n = 220,000); active = well fitted inhibition curve with a large enough effect; inconclusive = small, poorly fitted or top-dose-only effect; inactive = no such curve, though single readings can be large or run the other way; also: 0% is about no effect; nearly all actives have a fitted effect of over 70% in size
Target sequence (Q9UGL1 whole entry, looked up): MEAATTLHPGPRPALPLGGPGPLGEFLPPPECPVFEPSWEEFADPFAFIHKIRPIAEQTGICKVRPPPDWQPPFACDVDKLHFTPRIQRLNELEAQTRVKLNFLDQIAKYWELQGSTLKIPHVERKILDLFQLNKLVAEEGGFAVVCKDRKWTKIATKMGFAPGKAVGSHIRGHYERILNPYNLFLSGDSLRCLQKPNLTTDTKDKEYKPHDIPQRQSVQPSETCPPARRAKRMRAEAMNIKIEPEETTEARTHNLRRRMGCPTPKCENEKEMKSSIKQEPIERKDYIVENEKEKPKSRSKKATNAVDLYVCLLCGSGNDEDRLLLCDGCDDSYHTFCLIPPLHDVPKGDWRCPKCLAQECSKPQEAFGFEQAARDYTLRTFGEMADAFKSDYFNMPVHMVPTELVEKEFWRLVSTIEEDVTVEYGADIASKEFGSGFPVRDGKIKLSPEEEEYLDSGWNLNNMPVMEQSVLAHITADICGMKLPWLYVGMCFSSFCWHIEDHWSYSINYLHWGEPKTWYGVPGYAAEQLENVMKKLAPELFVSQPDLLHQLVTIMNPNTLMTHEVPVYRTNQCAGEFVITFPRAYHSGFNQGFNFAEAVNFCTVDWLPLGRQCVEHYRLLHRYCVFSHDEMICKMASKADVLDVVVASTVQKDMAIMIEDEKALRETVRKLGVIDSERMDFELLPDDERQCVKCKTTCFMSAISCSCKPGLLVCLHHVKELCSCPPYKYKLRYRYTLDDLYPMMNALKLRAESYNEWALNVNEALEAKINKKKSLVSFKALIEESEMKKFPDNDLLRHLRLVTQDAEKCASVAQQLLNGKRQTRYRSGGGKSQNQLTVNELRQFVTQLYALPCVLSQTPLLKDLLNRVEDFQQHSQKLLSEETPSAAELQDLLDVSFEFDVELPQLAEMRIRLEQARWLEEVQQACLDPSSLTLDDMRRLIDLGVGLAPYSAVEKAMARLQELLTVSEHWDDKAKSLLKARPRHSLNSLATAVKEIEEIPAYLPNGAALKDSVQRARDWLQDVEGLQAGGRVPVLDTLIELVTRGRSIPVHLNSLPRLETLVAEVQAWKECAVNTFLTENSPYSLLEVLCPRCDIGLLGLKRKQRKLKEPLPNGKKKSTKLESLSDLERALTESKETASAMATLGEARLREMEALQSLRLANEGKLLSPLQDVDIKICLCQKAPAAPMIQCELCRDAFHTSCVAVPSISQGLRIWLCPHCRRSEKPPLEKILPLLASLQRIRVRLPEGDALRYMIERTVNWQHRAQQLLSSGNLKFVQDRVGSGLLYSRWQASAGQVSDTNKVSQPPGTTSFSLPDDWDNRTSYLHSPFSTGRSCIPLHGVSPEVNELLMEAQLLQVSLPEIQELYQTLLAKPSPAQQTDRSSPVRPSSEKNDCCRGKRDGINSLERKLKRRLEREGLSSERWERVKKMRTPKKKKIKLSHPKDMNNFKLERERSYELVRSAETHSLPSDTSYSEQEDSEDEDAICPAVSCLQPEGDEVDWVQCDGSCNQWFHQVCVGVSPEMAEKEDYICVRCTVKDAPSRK
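KDM5BΔAP (200 nM final) in 50 mM HEPES pH 7.5, 0.01% Tween-20 was preincubated 10 min at RT with compound over a concentration range. Substrate mix (H3K4me3 12.5 µM, α-KG 25 µM, Fe²⁺, ascorbate, NAD⁺, FDH) was added, and NADH fluorescence change over 30 min gave dose-response curves.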
An asterisk follows results filed as active; i = inactive; ? = inconclusive; & = joins results of further samples; [ ] = remark or other dose. Potency is read from the fitted curve at half-maximal effect. Not all compounds are listed; rates above refer to the full screens.

SMILES | KDM5B inhibitor
CCCOC(=O)c1c[nH]c2ccccc12 | 9%
COc1nc2nc(CCc3ccccc3)n(C)c2cc1Nc1ccncn1 | -28%[86.2 µM]
COc1ccc(-n2c(=O)[nH]c3cccnc32)cc1OC | -19%[86.2 µM]
COc1ccc(C(=O)NCc2nc(-c3cccs3)no2)cc1 | 4%
O=C(c1cccs1)N1CCC(Cc2nc(C3CC3)n[nH]2)CC1 | -21%
CN(CC(=O)N1CCN(CC(=O)NC(C)(C)C)CC1)c1nc(-c2ccccc2)c2ccccc2n1 | ?
N#C/C(=C/c1ccc2c(c1)OCO2)c1nc2ccccc2[nH]1 | -26%
CC(C)c1ccc(C2C(C#N)=C(N)Oc3c2ccc2ccccc32)cc1 (stereo not drawn) | ?
Cc1cc(C)nc(SCC(=O)OCC(=O)Nc2ccccc2)n1 | -1%
COCCn1ncc(N2CCC(NC(=O)COc3ccc(F)cc3)CC2)cc1=O | 6%
Cc1ccc(C2Cn3nnc(-c4noc(C5(c6ccccc6)CC5)n4)c3CO2)cc1 (stereo not drawn) | -15%
COc1ccc(-c2ccc3nnc(CNC(=O)c4cc(Cl)ccc4F)n3n2)cc1 | 28µM*
Cc1cc(C)n(CCc2nc3cc(NC(=O)COc4ccccc4)ccc3n2C)n1 | 13%
O=C(CCS(=O)(=O)c1cccc2nonc12)Nc1cccc(F)c1 | -11%
Cc1[nH]c2ccccc2c1C1c2ccccc2C(=O)N1CC(N)=O (stereo not drawn) | -6%
Oc1c(C(c2ccccc2F)N2CCCCC2)sc2nc(-c3ccco3)nn12 (stereo not drawn) | ?
CN(C)CCSc1nc(O)c(-c2ccccc2)c(=O)n1-c1ccccc1 | 5%
COc1ccccc1OCCNC(=O)c1ccc2c(c1)N(S(C)(=O)=O)CC2 | 4%
CCOc1ccc(Nc2oc(/C=C/c3cc(OC)c(OC)c(OC)c3)nc2C#N)cc1 | ?
CCC(C(=O)OC(C)C(=O)Nc1ccc(Cl)cn1)c1ccccc1 (stereo not drawn) | -21%
CCCCCCCC1(C)NC(=O)N(Cc2coc(-c3ccccc3)n2)C1=O (stereo not drawn) | 1%
CCOCCCNC(=O)N1CCOc2ccc(CN(CC)CC)cc2C1 | -20%
COc1ccc(C(=O)N2CCC3(CC2)COc2ccccc2[S+](=O)([O-])N3)cc1 | 2%[115 µM]
CCCn1c(=O)[nH]c(=O)c2c1nc(CCc1ccccc1)c(=O)n2CCOC | ?
CCc1noc([C@@H]2CC(F)(F)CN2C(=O)C2CCOCC2)n1 | -11%
Cc1sc2cc(C(=O)NC(C)C)[nH]c2c1CN1CCCCC1 | -11%
CCC(CC)N1CCN(C(=O)c2ccc3c(c2)N(S(C)(=O)=O)CC3)CC1 | -4%
FC(F)(F)c1nnc2ccc(Sc3nnc(Cc4ccccc4)n3-c3ccccc3)nn12 | 17%
CCOc1ccc(C2CC(=O)Nc3c(-c4ccc(C)cc4)csc32)cc1OCC (stereo not drawn) | -1%
COc1ccccc1-c1ccnc(-c2nnc(C)n2-c2ccccc2)c1 | ?

An excerpt from above in order of formula weight, highest first:
SMILES | KDM5B inhibitor
COc1ccc(-c2ccc3nnc(CNC(=O)c4cc(Cl)ccc4F)n3n2)cc1 | 28µM*
Cc1cc(C)n(CCc2nc3cc(NC(=O)COc4ccccc4)ccc3n2C)n1 | 13%
CCCOC(=O)c1c[nH]c2ccccc12 | 9%

(listing goes on)
SMILES | KDM5B inhibitor
COc1ccc2oc(=O)c(S(=O)(=O)N3CCC(C)CC3)cc2c1 | -6%
c1cncc(-c2cc(-c3ccc4cn[nH]c4c3)cn3cncc23)c1 | 35µM*
Cc1c(CNCCc2c[nH]c3ccccc23)c(C(=O)O)c(C)n1Cc1ccc(Cl)cc1 | -3%
Cc1cccc(C)c1NS(=O)(=O)c1cccc(C(F)(F)F)c1 | 4%
COc1ccc(CN2C(=O)COC[C@H]2C(=O)NCC2CC2)c(OC)c1 | 6%
Cc1cccc(CCNC(=O)c2ccc3c(Cl)c4c(nc3c2)CCCC4)c1 | 7%
Cc1ccc(Cl)cc1N1CCN(CCCNC(=O)c2nnc(Cc3cccc(Cl)c3)o2)CC1 | -4%
CC1Cc2ccccc2N1C(=O)COC(=O)c1ccc(Cl)c([N+](=O)[O-])c1 (stereo not drawn) | 22%
Cc1[nH]c2c(c1C(=O)NC1CC(c3nnc(CN(C)C)n3C)C1)C(=O)CCC2 (stereo not drawn) | -25%
CCn1cc(CN2CCC(N3C(=O)[C@H](OCCOC)[C@@H]3c3ccncc3)CC2)cn1 | -12%
O=C(NC12CC3CC(CC(C3)C1)C2)C1CCN(S(=O)(=O)Cc2ccccc2)CC1 | 14%
C/C(=N\O)C1(C)CC2=C(CCCC2(C)C)CC1C (stereo not drawn) | -2%
COCCNC(=O)CCCn1c(SCc2ccccc2C)nc2c(sc3ccccc32)c1=O | ?
O=C(NNC(=O)C1CCCC1)c1cccc2ncccc12 | -11%
CNC(=O)[C@@H]1C[C@H](Oc2ccccc2)CN1C(=O)CCc1c[nH]c2ccccc12 | 13%
CC(=O)N1CCN(C(=O)CCc2ncc(-c3ccccc3)o2)CC1 | 14%
CCCNC(=O)C1c2ccccc2C(=O)N(C2CCCCC2)C12CCCCC2 (stereo not drawn) | 14%
C/C(=N\NC(=O)CNC(=O)C1COc2ccccc2O1)c1ccc(Cl)cc1 (stereo not drawn) | 19%
O=C(c1ccc2nc[nH]c2c1)N1CCCN(c2cc(-c3ccc(Br)cc3)[nH]n2)CC1 | 19%
COc1ccc(OC)c(S(=O)(=O)N2Cc3ccccc3CC2C(=O)Nc2ccc(C)cc2C)c1 (stereo not drawn) | ?
Cc1ccc(-c2noc(-c3cccn3CC(=O)N3CCc4ccccc43)n2)cc1 | 9%
CC(C)CC(=O)NCC(c1ccc2c(c1)OCO2)N1CCN(c2ccc(F)cc2)CC1 (stereo not drawn) | 1%
CCn1nc(C)cc1S(=O)(=O)N[C@@H]1COCC[C@@H]1OCc1ccccc1 | 50%[activator]
O=C(c1ccn[nH]1)N1CCC(c2noc(COc3ccc(F)cc3)n2)C1 (stereo not drawn) | -2%
CCN(CC)CC(=O)N1c2ccccc2Oc2c(c(=O)n(C)c(=O)n2C)C1c1cccc([N+](=O)[O-])c1 (stereo not drawn) | 19%
CSc1nc2nc3c(cc2c(=O)n1-c1cccc(C)c1)COC(C)(C)C3 | ?
CCN(CC)CCNC(=O)c1nn(C)c2c1CS(=O)(=O)c1ccccc1-2 | -6%
CCc1ccc(NC(=O)c2nc3ccccc3nc2N(CC)CC)cc1 | -9%
COC(=O)c1ccc(OCC2c3cc(OC)c(OC)cc3CCN2C(=O)c2cccc(C)c2)cc1 (stereo not drawn) | -16%
CC(C)CNC(=O)N1CCc2nc(OCC3CC3)ccc2C1 | -20%
NS(=O)(=O)c1ccc(NC(=O)C2CCn3c(C(=O)c4ccccc4)ccc32)cc1 (stereo not drawn) | -20%
O=C(NCc1ccc(F)cc1)c1cnc2n1CCN(CCc1ccccc1)CC2 | -20%[86.2 µM]
N#Cc1nc(-c2cccs2)oc1NCCN1CCCCC1 | i
O=c1cc(COc2cccc(C(F)(F)F)c2)nc2sc3c(n12)CCCC3 | 44%[activator]
Cc1cn2nc(C(=O)NC3CCc4ccccc43)cc2c(N2CCCC2)n1 (stereo not drawn) | 14µM*
CC(C)c1nc2sc3c(N4CCCCC4)ncnc3c2c2c1CCCC2 | 21%
COc1ccccc1CNC(=O)c1cc2c(=O)oc3ccc(C)cc3c2s1 | -6%
Cc1c(-c2ccccc2F)[nH]c2ccc(CNC(=O)CCC3=NNC(=O)CC3)cc12 | ?
O=C(C1CCCCC1)N1CC2(Cc3ccccc3NC2=O)C1 | 12%[149 µM]
CC1(c2ccccc2)NC(=O)N(NC(=O)c2nn(-c3ccccc3)c(=O)c3ccccc23)C1=O (stereo not drawn) | 10%
Cc1cccc(NC(=O)C2CCN(S(=O)(=O)c3ccc4[nH]c5c(c4c3)CCCCC5)CC2)c1 | ?
COc1ccc(-c2ccc3ncc(Nc4ccc(C(F)(F)F)cc4)n3n2)cn1 | -19%[86.2 µM]
CCC(NC(=O)c1ccc(OC)c(OC)c1)c1cccs1 (stereo not drawn) | -2%
NC(=S)NNC(=O)Nc1ccccc1 | -6%
CC(=O)Nc1nonc1-c1nnc(SCc2ccc(Cl)cc2)n1C | -1%
CCn1c(C(=O)NCc2ccc(C)cc2)cc2sc(Cl)cc21 | -9%
CCn1nccc1C(=O)N1CCC(N2C(=O)C3(CCCCC3)C2c2ccncc2)CC1 (stereo not drawn) | -17%
Cc1cccc2sc(N(Cc3cccnc3)C(=O)CCOc3ccccc3)nc12 | -19%
O=C(CN1C(=O)c2ccccc2S1(=O)=O)c1ccc(Cl)cc1Cl | -1%&6%
O=c1oc2ccccc2cc1-c1nc(-c2cccc(Cl)c2)cs1 | -73%
CCC(=O)N1CCN(c2nc3c(s2)CC(C(=O)O)CC3)CC1 (stereo not drawn) | 11%
Cc1c(C(=O)O)sc(=S)n1C | -13%&2%
COC[C@@H]1CN(C(=O)Cc2ccccc2Cl)C[C@H]1c1ccncc1 | -13%
Cc1cn2nnc(C(=O)N3CCC(C(=O)Nc4ccc(C)c(Cl)c4)CC3)c2c(=O)[nH]1 | 8%
CN1C(=O)CCC2(CNC(=O)Cc3ccccc3)CCC=C12 (stereo not drawn) | -27%
COC(=O)c1[nH]nc2c1C(c1ccc(OC)c(OC)c1Cl)CC(=O)N2 (stereo not drawn) | -14%
COc1ccccc1C(=O)N1CCC2(CC1)NC(=O)N(c1cccc(F)c1)N2 | 15%
Cc1ccc(Nc2cc(C)nc3nc(Cc4ccc(Cl)cc4)nn23)cc1 | -15%
Cc1ccc(-c2ccc3nnc(CNC(=O)Cc4ccc(Cl)cc4)n3n2)cc1 | ?
CCc1cccc(Nc2nc3c(S(=O)(=O)c4ccccc4)nnn3c3ccsc23)c1 | -9%

The results go on.
SMILES | KDM5B inhibitor
Cn1nccc1C(O)c1cc2n(n1)CCN(S(=O)(=O)c1ccccc1)C2 (stereo not drawn) | 17%
COc1cccc(CNC(=O)CN2C(=O)C(c3ccccc3)=NC2(C)C)c1OC | 13%
O=c1cc(-c2ccccc2)n2c(SCc3ccc(Br)cc3)nnc2[nH]1 | ?
CC1(C)Cc2cccc(OCC(=O)OCC(=O)Nc3ccc(F)c(F)c3)c2O1 | -8%
O=C(O)CC12CC3CC(C1)CC(CC(=O)O)(C3)C2 | 25%
O=C(c1cccc(OC2CN(CC3CC=CCC3)C2)c1)N1CCCC1 (stereo not drawn) | -24%
Cc1ncc(CN2CCC(N3CCC(C(=O)NCc4ccccn4)CC3)CC2)s1 | ?
N#Cc1nc(-c2ccc(S(=O)(=O)N3CCCCCC3)cc2)oc1NCc1ccc2c(c1)OCO2 | -26%
COc1ccc(C(=O)Nc2cccc(OCc3cc(=O)n4c5c(sc4n3)CCCC5)c2)cc1OC | -16%
O=C1CCN(C(=O)c2cccs2)CCCCCCN1 | 12%
COc1ccc(Cc2nnc(NC(=O)c3cccc(NC(=O)c4ccccc4)c3)s2)cc1 | 6%
CCOc1cc(CNc2ccc(O)cc2)ccc1OCc1ccc(Cl)cc1 | ?
CC(=O)c1ccccc1NC(=O)C1(c2ccccc2)CC1 | -15%
CCCCOc1ccc(C(=O)NCc2cn3cccc(C)c3n2)cc1 | ?
Cc1cccc(OCc2ccc(-c3nc(C#N)c(NCc4cccnc4)o3)o2)c1 | ?
CCOc1cc(CNc2ccc(C(=O)O)cc2)ccc1OCc1ccccc1 | -6%
N#C/C(=C\c1ccc(-c2cccc(Br)c2)o1)c1nc2ccccc2[nH]1 | 5%
O=C(Cn1c(=O)oc2cc(S(=O)(=O)N3CCCCCC3)ccc21)c1ccc(Cl)cc1 | 12%
O=C(Nc1ccc2c(N3CCCC3)ncnc2c1)c1cc(F)ccc1Cl | ?
Cn1cc(S(=O)(=O)N2CCCCCC2)cc1C(=O)N1CCN(c2ccccc2F)CC1 | 5%
O=C1Nc2ccccc2CC12CCCN2C1COC1 (stereo not drawn) | 9%[149 µM]
O=C(NCCc1ccc(F)cc1)C(=O)NCC(c1cccs1)S(=O)(=O)c1ccc(F)cc1 (stereo not drawn) | -6%
O=C(Nc1ccc(Cl)cc1)C1=NO[C@@H]2CN(c3ccccn3)C[C@H]12 | ?
O=C1NCC2(CCCN(C(=O)CCc3nc4ccccc4[nH]c3=O)C2)O1 (stereo not drawn) | 22µM*
O=C(c1cc(C2CC2)nc2onc(C3CCCN3)c12)N1CCCCC1 (stereo not drawn) | 0%[149 µM]

Filtered by structure: the compounds so far with two or more sulfur atoms
SMILES | KDM5B inhibitor
COCCNC(=O)CCCn1c(SCc2ccccc2C)nc2c(sc3ccccc32)c1=O | ?
Cc1c(C(=O)O)sc(=S)n1C | -13%&2%
CCc1cccc(Nc2nc3c(S(=O)(=O)c4ccccc4)nnn3c3ccsc23)c1 | -9%
O=C(NCCc1ccc(F)cc1)C(=O)NCC(c1cccs1)S(=O)(=O)c1ccc(F)cc1 (stereo not drawn) | -6%
